FBW7 act: activators of human E3 ligase FBW7. Q969H0. AlphaScreen FBW7–phospho-cyclin E peptide binding, activator screen. normalized activity (activation), % at 26.1 µM. actives 0.13% (n = 650,000). AID 1259310; in the data active means normalized activity above about 1.9%;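 further: purified mutant Fbw7 with reduced substrate affinity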
TEAD-YAP block: TEAD-YAP interaction inhibition; HEK-TIYL cells, TEAD-Gal4/YAP UAS-luciferase luminescence; AID 1259422; actives 1.4% (n = 640,000); inhibition, % at 9.12 µM; in the data active means inhibition above about 32%;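 further: 0% = median of test compound wells and 100% = reference inhibitor wells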
GPR151 ag: human GPR151 activation. actives 1% (n = 650,000). Q8TDV0. AID 1508602. PathHunter beta-arrestin GPR151 cells, luminescence. activation, % at 11.2 µM; in the data active means activation above about 4.9%;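 further: 0% = median of compound wells and 100% = cells with positive control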
Target sequence (Q8TDV0 whole entry, looked up): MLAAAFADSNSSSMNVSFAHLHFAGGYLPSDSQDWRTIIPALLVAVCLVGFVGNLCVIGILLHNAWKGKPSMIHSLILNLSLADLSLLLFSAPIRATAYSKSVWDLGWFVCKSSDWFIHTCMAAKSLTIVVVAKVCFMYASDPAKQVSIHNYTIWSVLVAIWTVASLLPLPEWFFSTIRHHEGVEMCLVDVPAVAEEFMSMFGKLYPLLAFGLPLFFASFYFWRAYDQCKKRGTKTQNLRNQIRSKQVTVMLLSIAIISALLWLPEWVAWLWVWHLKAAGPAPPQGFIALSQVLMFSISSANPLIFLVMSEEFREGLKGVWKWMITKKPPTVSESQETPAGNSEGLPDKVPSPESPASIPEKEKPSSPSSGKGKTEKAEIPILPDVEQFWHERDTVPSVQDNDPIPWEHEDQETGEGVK
MITF primary: blocks human microphthalmia-associated transcription factor. inhibition, % at 2.6 µM. O75030. actives 0.91% (n = 650,000). AlphaScreen MITF homodimerization, bead proximity signal; in the data active means inhibition above about 50%;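 further: 0% = vehicle wells with protein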
Target sequence (O75030 whole entry, looked up): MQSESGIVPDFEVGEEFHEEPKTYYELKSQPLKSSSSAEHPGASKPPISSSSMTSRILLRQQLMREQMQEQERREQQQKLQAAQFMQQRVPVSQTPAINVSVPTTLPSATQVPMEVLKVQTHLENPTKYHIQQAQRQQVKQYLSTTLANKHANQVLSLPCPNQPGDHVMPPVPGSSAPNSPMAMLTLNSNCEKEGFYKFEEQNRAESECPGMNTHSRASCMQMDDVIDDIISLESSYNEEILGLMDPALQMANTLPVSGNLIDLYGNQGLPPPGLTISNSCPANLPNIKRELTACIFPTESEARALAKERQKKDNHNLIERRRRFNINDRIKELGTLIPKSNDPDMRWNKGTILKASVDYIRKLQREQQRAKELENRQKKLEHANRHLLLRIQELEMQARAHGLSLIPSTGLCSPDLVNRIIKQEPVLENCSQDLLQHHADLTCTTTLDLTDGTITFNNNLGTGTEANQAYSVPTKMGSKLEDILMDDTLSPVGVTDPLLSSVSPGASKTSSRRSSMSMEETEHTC
Starred values were filed as active, the others as inactive; & = joins results of further samples. Hits appear at their usual frequency; any-hit rate near 3.4%.

structure	FBW7 act	TEAD-YAP block	GPR151 ag	MITF primary
O=c1[nH]c(=O)n(-c2ccccc2)c(O)c1C=NC12CC3CC(CC(C3)C1)C2	0.7	8	1.4	15
Cc1ccc(O)c(NC(=O)c2cc(-c3ccc(F)cc3)on2)c1	-0.1	-15	-0.5	10
COc1ccc(CNC(=O)c2ccc3c(c2)N(C)CCS3)cc1	-0.1	-9	-0.6	11
COC(=O)[C@H](Cc1ccccc1)NC(=O)[C@@H](N)CC(=O)O	0.0	-8	0.2	-18
CN1CCN(c2oc(-c3ccccc3F)nc2C#N)CC1	-0.1	-5	0.4	7
COc1ccc(Cn2c(C(=O)O)c(CNCCc3ccccc3Cl)c3ccccc32)cc1	0.1	10	-0.2	12
Cc1ccc(-n2cc(/C=C3/C(=O)NC(=O)N(Cc4ccco4)C3=O)cn2)cc1	-0.9	-17	0.8	73*
CC(=O)c1ccc(NC(=O)C(C)Oc2ccc(Br)cc2)cc1 (centres undefined)	0.0	-47	-0.9	16
COCc1cc(C)nc2sc3c(c12)NC(c1ccc(NC(C)=O)cc1)N(Cc1ccccc1)C3=O (centres undefined)	0.0	5	1.2	-14
COc1ccccc1CN1C[C@@H]2C[C@@H](c3cc(Cl)c(O)c(OC)c3)N3CCC[C@@]23C1=O	-0.1	-2	-0.5	8
Clc1ccc(Cn2ncc3c(N4CCN(CCc5ccccc5)CC4)ncnc32)cc1	0.0	4	1.3	-8
O=C(CC(=O)Nc1ccccc1F)Nc1ccccc1F	0.2	-4	-1.3	15
CCOC(=O)C1=C(C)N=c2s/c(=C/c3ccccc3OCc3ccccc3F)c(=O)n2C1c1ccccc1OC(C)C (centres undefined)	-0.1	3	0.0	11
O=C(Nc1ccccc1)c1cc2c3c(c1)C1C=CCC1CN3CC1CC=CC21 (centres undefined)	0.6	-10	0.3	0
c1ccn2c(SCc3ccc4c(c3)OCCO4)nnc2c1	0.2	-52	-1.1	7
O=C(NCCN1CCOCC1)c1ccc2nc(NCCCN3CCCC3=O)sc2c1	0.1	-48	-1.1	11
N#C/C(=C\c1ccc(F)cc1)C(=O)Nc1ncc(Cc2ccccc2)s1	-0.1	-1	-0.2	10
COc1ccc(CC(=O)Nc2ccccc2-c2nc3ccccc3s2)cc1C	0.0	-22	-0.7	12
CCCn1c(-c2ccc(OC)cc2)cnc1SCC(=O)Nc1nc(C)c(C)s1	-0.1	-7	1.3	15
CC1CCc2c(sc(NC(=O)c3ccc(N4CCCC4)c([N+](=O)[O-])c3)c2C(N)=O)C1 (centres undefined)	0.0	2	-0.3	0

Gathered by group, the compounds so far with fluorine
structure	FBW7 act	TEAD-YAP block	GPR151 ag	MITF primary
Cc1ccc(O)c(NC(=O)c2cc(-c3ccc(F)cc3)on2)c1	-0.1	-15	-0.5	10
CN1CCN(c2oc(-c3ccccc3F)nc2C#N)CC1	-0.1	-5	0.4	7
O=C(CC(=O)Nc1ccccc1F)Nc1ccccc1F	0.2	-4	-1.3	15
CCOC(=O)C1=C(C)N=c2s/c(=C/c3ccccc3OCc3ccccc3F)c(=O)n2C1c1ccccc1OC(C)C (centres undefined)	-0.1	3	0.0	11
N#C/C(=C\c1ccc(F)cc1)C(=O)Nc1ncc(Cc2ccccc2)s1	-0.1	-1	-0.2	10

(more compounds)
structure	FBW7 act	TEAD-YAP block	GPR151 ag	MITF primary
CC(C)n1cnc2c(Nc3ccc(N4CCOCC4)cc3)nc(Nc3cnccn3)nc21	-0.1	32*	0.8	1
COCCN(CCOC)C(=O)c1cc2c(=O)n3ccccc3nc2s1	0.2	-10	-0.8	-26
O=C(CCCCCn1c(=S)[nH]c2ccc(Br)cc2c1=O)N1CC=C(c2ccccc2)CC1	0.0	-7	0.3	-13
CCOc1cc(CN2CCN(Cc3cccc(OC)c3)C(CCO)C2)ccc1O (centres undefined)	-0.1	4	-0.2	-3
CC(CCc1ccccc1)N1CCN(S(=O)(=O)c2ccc(Cl)cc2)CC1 (centres undefined)	-0.1	-13	2.0	21
Cc1cc(C)nc(NC(=O)c2ccc(Br)cc2)n1	0.2	9	3.3	5
CCc1cc(-c2ccncc2C#N)ccc1NC(=O)C1COc2ccccc2O1 (centres undefined)	0.2	-3	-0.7	48
CN1C(=O)/C(=C/c2cccs2)SC1=Nc1cccc(C(=O)O)c1	0.0	4	-0.5	2
Cc1cc(Cl)n(-c2ccc(F)cc2)n1	-0.5	4	0.6	-15
CCc1ccc(OC)c(S(=O)(=O)Nc2ccccc2C)c1	-0.2	0	0.3	-11
COc1cc(NC(=O)Cn2c(=O)c(-c3ccccc3)[n+]([O-])c3ccccc32)cc(OC)c1	0.4	5	0.9	-1
CN(C)S(=O)(=O)c1ccc(C(=O)Nc2nc3ccccc3c3nc4ccccc4n23)cc1	1.1	-7	2.9	10
CCC(CO)NCC(O)COc1ccc(Br)cc1 (centres undefined)	0.1	3	-1.7	0
O=C(O)c1ccccc1C(=O)Nc1ccc(S(=O)(=O)N2CCOCC2)cc1	0.2	1	-0.7	13
O=C(O)c1ccc(NCc2ccccc2)c(NC(=O)C2CC=CCC2C(=O)O)c1 (centres undefined)	-0.3	1	-0.8	-4
Cc1noc(C)c1CCC(=O)N1CC(c2nc3ccccc3[nH]2)C1	-0.1	5	0.0	2
COc1cc(OC)c(C(=O)OCc2c(C)noc2C)cc1OC	0.0	-2	-0.5	-2
O=C(NCCN1CCCCCC1)c1cc(-c2ccncc2)nc2ccccc12	-0.2	-2	0.0	-12
Cc1ccc(C(=O)CC2(O)C(=O)N(Cc3ccc4c(c3)OCO4)c3ccccc32)cc1 (centres undefined)	-0.1	-5	-0.5	-2
O=C(CSc1nnnn1C1CCCCC1)NCc1cccs1	0.1	-12	-0.1	17
Cc1ccc(CN2CCC3(CCC(CNC(=O)c4ccn(C)n4)O3)CC2)cc1 (centres undefined)	0.2	10	-0.5	1
COc1ccc(S(=O)(=O)N2C(C)CCCC2C)cc1Cl (centres undefined)	0.0	-12	0.4	-1
Cc1cc(NCCCN2CCCC2=O)nc(-c2csc3ccccc23)n1	0.0	-66	0.6	15
CC[C@H](Cn1nnc2ccccc2c1=O)NC(=O)c1cnccn1	0.0	6	-0.5	3
Cc1occc1-c1nnc(SCC(=O)c2ccc(F)cc2)n1Cc1ccco1	-0.2	-6	-1.1	1
COc1cc(C=O)ccc1OCC(=O)Nc1ccc(Br)c(Cl)c1	0.2	-32	-0.4	-84
Cc1ccc(C2Nn3c(C)nnc3SC2C(=O)Nc2ccc(F)c(Cl)c2)cc1 (centres undefined)	0.1	-6	0.1	-2
CC(=O)NCCN1C(=O)N(C)C2C1N(C)C(=O)N2C (centres undefined)	0.3	6	-0.3	8
Cc1cc2nc(SCc3cc4c(cc3Cl)OCO4)[nH]c2cc1C	-0.1	-4	-0.7	-11
NC(=O)c1c(NC(=O)Cn2nnc(-c3ccccc3Cl)n2)sc2c1CCCC2	-0.1	14	6.4*	6
COc1cc(OC)cc(-c2cc3nc(C)c(C)c(N4CCCC4)n3n2)c1	0.1	-13	0.4	-3
O=C(Cc1ccc(Br)cc1)Nc1nncs1	1.4	0	0.3	19
COc1ccc(F)cc1S(=O)(=O)N1CCOCC1	0.0	-3	0.5	-4
CCN(CC)S(=O)(=O)c1ccc(S(=O)(=O)N2CCN(CCC#N)CC2)cc1	-0.1	4	0.0	12
COc1cc2c(C)c(CCC(C)=O)n(S(=O)(=O)c3ccc(C)cc3)c2cc1OC	0.0	5	0.5	21
CCCNS(=O)(=O)c1cc2c3c(c1)CC(=O)N3CCC2	0.0	-9	1.2	7
CCC(C(=O)n1cnc2ccccc21)c1ccccc1 (centres undefined)	-0.1	4	-0.8	-1
COCCNC(=O)CCCCCNS(=O)(=O)c1ccc(Br)cc1	0.0	1	1.5	1
O=C(Nc1ccccc1)Oc1c(Cl)cc2oc(=O)sc2c1Br	-0.4	-7	1.3	13
O=C(CCS(=O)(=O)c1ccc2c(c1)OCC(=O)N2)NCc1ccc(F)cc1	0.1	10	0.4	19

3 entries drawn at random from those above, as already listed:
structure	FBW7 act	TEAD-YAP block	GPR151 ag	MITF primary
O=C(CC(=O)Nc1ccccc1F)Nc1ccccc1F	0.2	-4	-1.3	15
CCc1cc(-c2ccncc2C#N)ccc1NC(=O)C1COc2ccccc2O1 (centres undefined)	0.2	-3	-0.7	48
O=C(NCCN1CCCCCC1)c1cc(-c2ccncc2)nc2ccccc12	-0.2	-2	0.0	-12

(list continues)
structure	FBW7 act	TEAD-YAP block	GPR151 ag	MITF primary
Cc1ccccc1NC(=O)Cc1nnc(SCC(=O)Nc2ccccc2F)n1C	-0.1	-2	-0.5	-8
COc1ccc(-n2c(SCC(=O)Nc3cc(OC)ccc3OC)nc3n[nH]c(C)c3c2=N)cc1	-0.1	-27	-1.4	0
CN1CCN(S(=O)(=O)c2ccccc2C#N)CC1	0.3	3	0.0	3
O=C(COc1ccccc1)N1CCN=C1SCc1cccc(F)c1	0.1	5	-0.3	4
O=C(NC1CCCCC1)O/N=C/c1ccc(F)cc1	0.4	-44	0.5	4
CC1CC(C)CN(c2ncnc3c2cnn3-c2ccc(Cl)cc2)C1 (centres undefined)	-0.1	34*	0.8	-12
CC(=O)C12c3ccccc3C(c3ccccc31)C1C(=O)N(c3cccc(C(=O)O)c3)C(=O)C12 (centres undefined)	0.3	5	1.1	13
CN(C)CCN1C(=O)c2oc3ccccc3c(=O)c2C1c1cccnc1 (centres undefined)	-0.1	0	-1.7	-5
CC(C)N(CCNc1cc(-c2ccc(C(N)=O)cc2)ncn1)C(C)C	-0.1	-2	-3.2	-10
O=C(Cc1ccccc1)N(c1ccc(Br)cc1)C1C=CS(=O)(=O)C1 (centres undefined)	0.0	8	1.6	3
COc1ccc(Cl)cc1C(=O)NNC(=O)CN1C(=O)C2CC=CCC2C1=O (centres undefined)	0.1	5	-0.1	-9
COc1cc(C2C(C#N)=C(N)N(N3CCOCC3)C3=C2C(=O)CCC3)cc(OC)c1OC (centres undefined)	0.1	-1	-1.5	23
Cc1cccc(C)c1N(CC(=O)NC1CCCC1)S(C)(=O)=O	-0.1	1	0.3	7
COc1ccc2cc3c(N)nn(C(=O)c4ccc(OC)c(OC)c4)c3nc2c1	0.3	12	-0.4	10
NC(=O)c1ccc(-c2cccc(C(=O)Nc3ccc(N4CCOCC4)cc3)n2)cc1	-0.2	-3	-1.2	-4
Cc1cc(Br)ccc1NC(=O)Cc1cccs1	-0.2	5	0.8	8
CCOC(=O)c1c(CN(CC)CC)oc2ccc(OC)cc12	-0.2	7	-0.1	12
O=C(c1ccccc1)c1ccc2c3c(cccc13)C(=O)N(CCO)C2=O	-0.7	5	-0.9	10
C(=C\C1Nc2ccccc2C(c2ccccc2)(c2ccccc2)O1)/c1ccccc1 (centres undefined)	-0.3	-3	0.6	-5
CCOCc1ccc(O)c2ncccc12	-2.1	88*	0.2	98*
COc1cc(/C=C2\NC(=S)NC2=O)ccc1O	0.3	31	-0.7	26
COc1ccccc1-c1nnc(C2CCN(S(=O)(=O)c3ccc([N+](=O)[O-])cc3)CC2)o1	0.1	-3	-0.5	6
CCOc1ccc(-n2c(O)c(C=NC(C)(CO)CO)c(=O)[nH]c2=O)cc1	-0.1&-0.1	-9&-1	0.2&-0.5	-9&-11
CCCNCCC1CCC(=O)N1CCc1cccc(OC)c1 (centres undefined)	-0.1	-11	6.7*	9
Cc1ccc(N2NC(=O)/C(=C/c3ccc(N4CCOCC4)cc3)C2=O)cc1C	-0.1	-2	-0.9	3
Clc1ccccc1Nc1ccnc(Nc2ccccc2Cl)c1	0.2	19	-1.0	12
COCc1ccc(-c2ccc(OC3CCN(c4nccc(OC)n4)CC3)cc2)cc1	0.0	-6	2.2	3
CCc1cccc(C)c1NC(=O)c1ccc(C(C)(C)C)cc1	-0.1	4	-1.0	5
CCn1c(NCc2ccccn2)nc2ccccc21	0.3	-16	-0.9	4
CCOC(=O)c1sc2nc(SCC(=O)NC3CCCCC3)n(CCc3ccccc3)c(=O)c2c1C	0.0	-4	1.1	-3
COc1cc(NC(=O)Cn2c(C)cc3ccccc3c2=O)cc(OC)c1OC	-0.1	13	-0.5	2

Assay outcomes: PubChem, The Scripps Research Institute Molecular Screening Center
